# High-throughput results (PubChem BioAssay)
# Lipid storage S3 – qHTS Assay for Lipid Storage Modulators in Drosophila S3 Cells; Potency in µM for hits, for the others lipid storage change, negative = inhibition, % at the top dose, mostly 46.1 µM; Drosophila S3 cells, BODIPY lipid droplet fluorescence, 18-24 h; cells fed with added oleic acid; hit rate 0.64% among 320,000; active = well fitted inhibition curve with a large enough effect in the signal ratio, with a control signal flat, not every such curve was filed as active; inconclusive = small, poorly fitted or top-dose-only effect, or effect the other way, or a change in a side signal; the % refers to the signal ratio
#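 Laser-scanning cytometry quantifies lipid droplet accumulation (500–530 nm total intensity; droplet/cell object ratio) in oleic acid-fed (400 uM added) Drosophila S3 cells treated with a concentration series. 20 uM Triacsin C defined 100% inhibition.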
# Lipid storage S3 cell count max – also measured in Lipid storage S3; calls as there; cell number change, %; measured here: cell count max response;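 cells counted by Cell Tracker Red CMTPX staining in the red channel; peak over a dose series mostly up to 46.1 µM; percent activity relative to internal control wells on each plate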
# Active calls of the source: *; i = inactive; ? = inconclusive; . = not tested or not shown. % is set by controls: 0 for no effect and ±100 for the full control effect; potency is the fitted concentration of half-maximal effect. The list is partial, so the mix of outcomes need not match the whole.
compound | Lipid storage S3 | Lipid storage S3 cell count max
CCc1nnc(NC(=O)CSc2nnnn2C)s1 | 7% | 2
O=C(Nc1ccc(OC(=O)c2ccncc2)cc1)c1ccncc1 | 1% | .
Cc1ccc(Cl)cc1NC(=O)CSC(N)=O | ? | .
COc1ccc(-c2cn3cccnc3n2)cc1NC(=O)C(C)Oc1ccccc1 (stereo not given) | ? | .
O=C(CSc1nnc(CNC(=O)c2cccs2)o1)NC1CCCCC1 | ? | .
CCOc1ccc(CCNC(=O)COC(=O)c2cccc(S(=O)(=O)N3CCCCC3)c2)cc1OCC | -8% | -22
CCOCCc1nnc(NC(=O)Cc2ccccc2)s1 | ? | .
Cc1cccc(NC(=S)N2CCCN(c3ncccc3[N+](=O)[O-])CC2)c1 | 3% | 2
NNC(=O)c1nnn(-c2nonc2N)c1CN1CCc2ccccc2C1 | ? | .
CCOC(=O)c1ccc(CNC(=O)C(Cc2c[nH]c3ccccc23)NC(C)=O)o1 (stereo not given) | i | .
CCCCNC(=O)C1CCCN1C(=O)Nc1ccccc1 (stereo not given) | 7% | 8
CC(C)(C)OC(=O)N[C@@H](Cc1ccccc1)C(=O)N[C@@H](CO)[C@H](O)[C@@H]1C[C@@H]1C(=O)NC1CC1 | ? | .
O=C(NCc1ccco1)C(c1ccc(F)cc1)N(Cc1cccnc1)C(=O)Cn1nnc2ccccc21 (stereo not given) | 15% | 0
Cc1cc(C)cc(NC(=S)N(Cc2cccc(Br)c2)CC2CCC(C(=O)O)CC2)c1 (stereo not given) | 12% | .
Cc1ccc(C)c(OCCC(=O)OCC(=O)Nc2ccc(C)c(S(=O)(=O)N3CCCCC3)c2)c1 | 6% | -29
Cc1ccc(-n2c(Cc3cccn3C)nnc2SCC(=O)NC2CCCCC2)cc1 | 0% | 11
COc1ccc(-n2c(=O)c3ccccc3n(Cc3ccc(F)cc3)c2=O)cc1OC | i | .
Cc1ccc(-n2nc3c(=O)n(CC(=O)c4ccc(F)cc4)nc(C)c3c2C)cc1 | ? | .
COc1ccc(NC(=O)c2oc3ccccc3c2NC(=O)C2CC2)cc1OC | ? | .
CC(=O)Cc1nsc(NC(=O)C2Cc3ccccc3C(=O)O2)n1 (stereo not given) | 7% | .
COc1ccc(C)cc1N(CC(=O)N1CCCCCC1)S(=O)(=O)c1ccc(C)cc1 | ? | .
CCCc1ccc(OCC(O)CN2CCN(c3ccccn3)CC2)cc1 (stereo not given) | i | -7
Cc1ccc(NC(=O)CCN2CC(C)OC(C)C2)cc1 (stereo not given) | ? | .
CCOc1ccc(N(CC(=O)NC2CCCCC2)C(=O)CNC(=O)c2cccs2)cc1 | ? | .
Cc1ccc(C2(c3noc(CN(C)Cc4cccnc4)n3)CCCC2)cc1 | -6% | -25
O=S(=O)(N/N=C/c1ccc(N2CCOCC2)cc1)c1ccccc1 | ? | .
COC(CNC(=O)CNC(=S)N(CCCN1CCOCC1)Cc1cccs1)OC | ? | .
CCCCN(C(=O)COC(=O)c1ccc(C=O)cc1)c1c(N)n(CCC)c(=O)[nH]c1=O | ? | .
COc1ccccc1C(=O)NC(=S)N1CCCc2ccccc21 | ? | .
COc1ccc(CCN2C(=O)c3cccc4cccc(c34)C2=O)cc1OC | 15% | -1
COc1cc(NC(=O)c2ccc(Br)o2)ccc1NC(=O)C(C)C | ? | .
CCOC(=O)/C(C#N)=C/c1cn(CCOc2ccccc2)c2ccccc12 | ? | .
Cc1ccccc1NC(=O)NC1(C(=O)NCCCN2CCOCC2)CCCCC1 | -8% | -18
O=C(C1CCCN(S(=O)(=O)c2ccccc2)C1)N1CCN(c2ccccc2)CC1 (stereo not given) | ? | .
COc1ccc(Cn2nnc3c(=O)[nH]c(C(=O)NCCc4ccc(F)cc4)nc32)cc1OC | ? | .
O=C(O)c1ccccc1C(=O)N1CCN(c2ncccn2)CC1 | 2% | 0
Cc1ccc(-n2c(SCC(=O)Nc3cc(C)on3)nc3ccccc3c2=O)cc1 | ? | .
Cc1ccccc1-c1nc(SCc2cccnc2)c2c(=O)n(C)c(=O)n(C)c2n1 | ? | .
COc1ccc(C2Nc3ccccc3NC3=C2C(=O)CC(C)(C)C3)c(OC)c1OC (stereo not given) | 17% | 10
Cn1c(=O)c(-c2ccccc2)nc2ccccc21 | 6% | -15
S=C(NCCc1ccccc1)N1CCOCC1 | ? | .
Clc1ccc(-c2cn3c(n2)SCC3)cc1 | -4% | 13
CCN1CCN(c2ccc(S(=O)(=O)N3CCOCC3)cc2NC(=O)CCSC)CC1 | ? | .
Oc1c(C=C2N=c3ccccc3=N2)sc(=S)n1-c1ccc(F)cc1 | ? | .
O=C1CC(c2ccc(F)cc2)SC(N(c2ccccc2)c2ccccc2)=N1 (stereo not given) | ? | .
O=c1cc(CO)occ1OCc1ccccc1 | i | -12
CCOC(=O)[C@H]1[C@H]2COc3ccc(Cl)cc3[C@@H]2N2C(=O)c3cc(F)c(F)cc3NC(=O)[C@@]12C | ? | .
COc1ccc(-c2csc(NC(=O)CSCC(=O)Nc3cc(C)on3)n2)cc1 | ? | .

# Next part, overlapping the part above by 5 compounds.
compound | Lipid storage S3 | Lipid storage S3 cell count max
Oc1c(C=C2N=c3ccccc3=N2)sc(=S)n1-c1ccc(F)cc1 | ? | .
O=C1CC(c2ccc(F)cc2)SC(N(c2ccccc2)c2ccccc2)=N1 (stereo not given) | ? | .
O=c1cc(CO)occ1OCc1ccccc1 | i | -12
CCOC(=O)[C@H]1[C@H]2COc3ccc(Cl)cc3[C@@H]2N2C(=O)c3cc(F)c(F)cc3NC(=O)[C@@]12C | ? | .
COc1ccc(-c2csc(NC(=O)CSCC(=O)Nc3cc(C)on3)n2)cc1 | ? | .
Cc1cc(N2C(=O)C3C4CCC(C4)C3C2=O)no1 (stereo not given) | 8% | 4
COc1ccc(NC(=O)CC2C(=O)N(c3ccc(OC)cc3)C(=O)N2CCc2cccs2)cc1 (stereo not given) | ? | .
N#Cc1c(Sc2ncc(C(F)(F)F)cc2Cl)nsc1C/C=N\OCc1c(F)cccc1Cl | ? | .
CCOC(=O)CCC(NC(=O)c1ccc(NCN2C(=O)c3ccccc3C2=O)cc1)C(=O)OCC (stereo not given) | ? | .
Cc1cccc(C)c1NC(=O)CSc1nnc(-c2ccccc2)n1Cc1ccc2c(c1)OCO2 | ? | .
C=CCN1C(=O)NC2(CCCCC2)C1=O | ? | .
Cc1ccccc1Nc1c(-c2ccc(N3CCOCC3)cc2)nc2cnccn12 | ? | .
NS(=O)(=O)c1ccc(NC(=O)CSC2CCCCC2)cc1 | ? | .

# Compound profiles, as listed above. Values in the order: Lipid storage S3	Lipid storage S3 cell count max
# Cc1cccc(C)c1NC(=O)CSc1nnc(-c2ccccc2)n1Cc1ccc2c(c1)OCO2 as listed: ?	.
# NS(=O)(=O)c1ccc(NC(=O)CSC2CCCCC2)cc1 as listed: ?	.

# (cont.)
compound | Lipid storage S3 | Lipid storage S3 cell count max
CCS(=O)(=O)N1Cc2ccccc2CC1C(=O)Nc1nnc(SCc2ccc(C#N)cc2)s1 (stereo not given) | ? | .
Cc1cc(-c2ccccc2)nc(Oc2ccc(C(C)(C)C)cc2)c1S(C)(=O)=O | ? | .
COc1ccc(C(C)=O)cc1COC(=O)c1ccc2ccccc2n1 | ? | .
O=C(NCc1ccccc1Cl)C1CCN(S(=O)(=O)c2cccc3nonc23)CC1 | ? | .
CCC(C)NC(=O)N[C@@H](CCSC)C(=O)OC (stereo not given in full) | ? | .
CC(=O)N(C(C)=O)c1c(C#N)c(C)n(-c2ccccc2)c1C(=O)c1ccccc1 | ? | .
O=C(O)CCc1ncc(C(F)(F)F)cc1Cl | ? | .
O=C(NNC(=O)c1ccccc1O)c1ccc(Br)cc1 | ? | .
O=C(COCc1nc2ccccc2c(=O)[nH]1)NC1CCCC1 | ? | .
Cc1c(C(=O)NCCCN2CCOCC2)sc2nc(-c3ccccc3)cn12 | 3% | -3
Cc1nnc(SCC(=O)c2cc(C)n(-c3ccc4c(c3)OCO4)c2C)s1 | 23% | -17
CC(C)c1ccccc1NC(=S)NCC1(N(C)C)CCCCC1 | ? | .
C#CCNC(=O)C1=C[C@H](c2ccc3c(c2)OCO3)C[C@H](OCc2ccc(CO)cc2)O1 | -4% | 1
CCN(C(=O)c1cccc(Br)c1)C1CCS(=O)(=O)C1 (stereo not given) | ? | .
Fc1ccc(N=c2ssnc2Cl)c(F)c1 | ? | .
COc1ccc(CNC(=O)CN(Cc2ccc(C)cc2)C(=O)c2csnn2)cc1 | ? | .
Cc1ccc(/C=N/NC(=O)CSc2nc3ccccc3o2)cc1 | 12% | 11
CCOC(=O)CC1CCCCN1Cc1cn[nH]c1-c1ccc(F)cc1F (stereo not given) | -4% | -6
CO/N=C/C(C#N)=C/c1cc(C(=O)c2ccccc2)cn1C | 8% | 4
Cc1ccsc1/C=N/NC(=O)CNC(=O)c1ccc(S(=O)(=O)N2CCOCC2)cc1 | -12% | -7
CS(=O)(=O)N1CCC(C(=O)Nc2ccc(OCc3ccccc3)cc2)CC1 | i | .
CC(C)c1ccc2oc(=O)cc(CN3CCCCC3)c2c1 | ? | .
Cc1ccc(CS(=O)(=O)CCC(=O)NCCCOC(C)C)cc1 | 0% | 2
CCOC(=O)CSc1nc2sc3c(c2c(=O)n1-c1ccc(OC)cc1)CCN(C)C3 | ? | .
C/C=C(/C)C(=O)Nc1cccc(C2=NOC3(C2)C[C@@H](C(N)=O)N(C(=O)/C=C/CC)C3)c1 (stereo not given in full) | 2% | -23
O=C(O)c1cc(=O)c2c(OCC(O)COc3cccc4oc(C(=O)O)cc(=O)c34)cccc2o1 | -2% | 11
CCc1ccc(-c2nn(Cc3ccccc3)cc2C(=O)NCC2CCCO2)cc1 (stereo not given) | 17% | -4
CN(Cc1ccccc1)C(=O)CCC1CCN(C(=O)CCC(F)(F)F)CC1 | ? | .
Cc1ccc(NC(=O)Cn2nc(C(=O)O)c3ccccc3c2=O)c([N+](=O)[O-])c1 | ? | .
COC(=O)C1C(O)=CC(=O)CC1C (stereo not given) | -5% | -12
Cc1cc(Cl)ccc1OCC(=O)OCC(=O)NC1CCS(=O)(=O)C1 (stereo not given) | ? | .
COc1cc(OC)cc(-c2cc3nc(C)c(CCC(=O)O)c(=O)n3[nH]2)c1 | ? | .
CN(C)CCCOc1nc2c(c(=O)n(C)c(=O)n2C)n1C | 3% | 6
Cc1ccc2cc(CN(CCN3CCOCC3)C(=O)NCc3ccccc3)c(=O)[nH]c2c1C | 29% | 2
Nc1cc(=O)[nH]c(SCc2ccccc2Cl)n1 | 16% | -2
Cn1cccc1C(=O)N1CCc2ccccc2C1 | -2% | .
COc1cccc(C(=O)N2CCC(C(=O)NCc3ccco3)CC2)c1 | ? | .
COC(=O)CC(=O)CSc1nc2c(cc1C#N)CCC2 | ? | .
CCCC(=O)Nc1ccc(C(=O)N/N=C/c2ccc[nH]2)cc1 | ? | .
CC(C)C[C@H](NC(=O)c1nc[nH]c1C(=O)NCCCCCNC(=O)OC(C)(C)C)C(=O)OC(C)(C)C | -3% | -10
CCn1c(=O)c(C(=O)Nc2ccccc2F)c(O)c2ccccc21 | i | .
Cc1nn(C)c(C)c1S(=O)(=O)N(CC(=O)N1CCc2ccccc21)c1ccc(C(C)C)cc1 | -5% | -1
CCOC(=O)c1cnc2c(C)c(Cl)ccc2c1Nc1ccc(S(=O)(=O)Nc2ncccn2)cc1 | ? | .
O=S1(=O)CC(N2CCCCC2)C(N2CCCCC2)C1 (stereo not given) | -10% | -2
O=C(c1cccc(NS(=O)(=O)c2ccc(Br)cc2)c1)N1CCN(c2ccccc2O)CC1 | ? | .
O=[N+]([O-])c1cc([N+](=O)[O-])c(Oc2c(F)ccc(F)c2F)cc1NN1CCCCC1 | 28% | -1
COC(=O)c1ccc(NC(=O)Cn2c([N+](=O)[O-])cnc2C)cc1 | ? | .
Cc1ccn(C(=O)c2ccc(NC(=O)C3CC3)cc2)n1 | ? | .
CCOc1ccccc1NC(=O)CSc1nnc(CCC(=O)Nc2ccccc2F)n1C | i | 0
NC(=S)N/N=C/c1ccc(-c2cccc([N+](=O)[O-])c2)o1 | ? | .
CCC(CC)C(=O)N(CCc1ccc(OC)cc1)Cc1nc2ccccc2c(=O)[nH]1 | ? | .
Cc1ccc(C)c(NC(=O)CN(C)C(=O)CSC(C)C(=O)Nc2cc(C)on2)c1 (stereo not given) | ? | .
COC(=O)C(Cc1ccc(O)cc1)NC(=O)C(C)NC(=O)c1ccc(C(C)(C)C)cc1 (stereo not given) | ? | .
O=C(COCc1cc(-c2cccs2)on1)NC1CCCCC1 | ? | .
COCCn1c(SCC(=O)Nc2ccc3c(c2)OCCO3)nc2c(c1=O)SC(C)C2 (stereo not given) | -18% | -1
CC(O)CCC(=O)NNC1CC(=O)N(c2ccccc2)C1=O (stereo not given) | -4% | 10

# Remaining list, next part
compound | Lipid storage S3 | Lipid storage S3 cell count max
CCCNC(=O)c1onc(CS(=O)(=O)c2cccc(OC)c2)c1C(=O)NCCC | ? | .
Cc1cc(C)c(S(=O)(=O)N2CCN=C2c2ccccc2)c(C)c1 | ? | .
Fc1ccc(N2CCN(c3ccc4c(C(F)(F)F)cc(C(F)(F)F)nc4n3)CC2)cc1 | -15% | -12
COc1ccc(CCn2ccc(O)c(Cc3ccc(Cl)cc3)c2=O)cc1OC | ? | .
COc1ccccc1C1/C(=C(/O)c2ccccc2)C(=O)C(=O)N1CCO (stereo not given) | ? | .
CC(C)OC(=O)CSc1nc(-c2ccc(F)cc2)nc2ccc(F)cc12 | ? | .
